# FLuc act counter = FLuc activators, initial screening, artefact control for FLuc-dependent activation tests, biochemical, ATPlite luminescence; Luciferin 4-monooxygenase (Photinus pyralis), P08659; ATPlite luciferase biochemical, 10 min; 0 = ATP-free wells, 1 = DMSO control; activation factor at 10 µM; 200,000 tested, under 10 active;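 active means luciferase activation factor, scaled between plate controls, of at least 2 with compound at 10 µM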
# Target sequence (P08659 whole entry, looked up): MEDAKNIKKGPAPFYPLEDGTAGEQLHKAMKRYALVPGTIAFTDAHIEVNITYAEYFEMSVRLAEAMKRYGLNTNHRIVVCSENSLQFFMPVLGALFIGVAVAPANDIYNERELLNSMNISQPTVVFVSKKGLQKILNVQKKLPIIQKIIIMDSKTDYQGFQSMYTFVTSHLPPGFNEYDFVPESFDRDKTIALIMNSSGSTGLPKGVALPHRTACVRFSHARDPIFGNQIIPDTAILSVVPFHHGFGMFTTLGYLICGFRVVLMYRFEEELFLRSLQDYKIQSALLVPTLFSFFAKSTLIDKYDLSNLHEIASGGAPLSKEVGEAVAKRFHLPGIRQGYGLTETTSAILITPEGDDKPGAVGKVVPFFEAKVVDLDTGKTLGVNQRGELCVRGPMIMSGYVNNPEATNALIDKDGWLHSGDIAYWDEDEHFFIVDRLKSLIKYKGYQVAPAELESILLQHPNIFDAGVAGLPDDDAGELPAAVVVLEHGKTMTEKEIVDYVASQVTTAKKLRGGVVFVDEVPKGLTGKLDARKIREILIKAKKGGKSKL
#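 Material: luciferase plus luciferin reagent, cell-free. Medium: PBS buffer for ATP. Also added: ATP substrate, dispensed from a 10.24 µM working solution in PBS. Doses: test compounds dosed from 2 mM stocks in 100% DMSO. Incubation: 10 min post-reagent at room temperature. Technique: light output (luminescence). Read-out basis: luminescence gain marking luciferase activators.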
# G6PDH counter = L. mesenteroides G6PDH inhibitors, counter-screen for G6PDH-coupled screening assays, biochemical, Leuconostoc mesenteroides enzyme; glucose-6-phosphate dehydrogenase [Leuconostoc mesenteroides]; Purified L. mesenteroides G6PDH, diaphorase/resazurin coupled fluorescence, 45 min; inhibition, % at 5 µM; actives 0.12% (n = 200,000); AID 1020, 2008; in the data active means inhibition above about 50%
# TNAP inh noacc = human TNAP enzyme inhibitors, primary screen, biochemical, luminescent, no phosphate acceptor, uHTS; purified TNAP, CDP-star luminescence, 30 min; actives 0.26% (n = 200,000); inhibition, % at 20 µM; Alkaline phosphatase, tissue-nonspecific isozyme (Homo sapiens), P05186;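 active means tissue-nonspecific alkaline phosphatase inhibition above about 50% at 20 µM in the single-dose screen, limit read from the data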;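 further: 0% = DMSO negative control and 100% = EDTA positive control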
# TNAP act hiacc = TNAP activators at high phosphate acceptor level, primary screen, biochemical, luminescence, uHTS. Alkaline phosphatase, tissue-nonspecific isozyme (Homo sapiens), P05186. purified TNAP, CDP-star luminescence, 1 M DEA, 30 min; stronger effect = higher value; 0 = EDTA background, 1 = DMSO-only activity. activation factor at 20 µM. 200,000 tested, under 10 active;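 active means activation factor at least 2 at 20 µM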
#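 Control set: EDTA negative control, DMSO positive control / Assay system: human TNAP / Quantity: TNAP 1/800 final / Evaluation: TNAP activation factor scaled between EDTA and DMSO control wells / Measured by: luminescent substrate turnover signal / Compound dosing: one dose, 20 µM / Times: 30 min enzyme reaction at room temperature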
# PMI act satM6P = human PMI activators, high substrate, primary screen, biochemical, fluorescence intensity, near-saturating mannose 6-phosphate | actives 0.34% (n = 190,000) | activation factor at 20 µM | AID 1216, 2008 | coupled PMI enzyme assay, resazurin fluorescence, 20 min; stronger effect = higher value; 1 = untreated enzyme, 0 = substrate-free blank;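 active means activation factor of 2 or more at 20 µM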
# Target sequence (P34949 whole entry, looked up): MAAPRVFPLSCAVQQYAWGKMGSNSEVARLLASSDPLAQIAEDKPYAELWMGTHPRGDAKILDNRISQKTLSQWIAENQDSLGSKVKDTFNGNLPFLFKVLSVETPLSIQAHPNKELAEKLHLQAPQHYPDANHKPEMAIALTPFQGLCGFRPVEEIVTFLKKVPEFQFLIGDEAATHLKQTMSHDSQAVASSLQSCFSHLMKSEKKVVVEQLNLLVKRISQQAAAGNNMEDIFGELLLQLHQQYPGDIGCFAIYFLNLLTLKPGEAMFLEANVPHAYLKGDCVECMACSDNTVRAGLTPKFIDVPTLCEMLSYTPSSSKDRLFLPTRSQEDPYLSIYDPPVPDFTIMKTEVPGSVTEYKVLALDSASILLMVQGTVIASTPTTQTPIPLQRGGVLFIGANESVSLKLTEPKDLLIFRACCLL
#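 Technique: Diaphorase-driven resazurin-to-resorufin fluorescence, excitation 544, emission 590 nm | Assay system: Human PMI in coupled enzyme assay | Times: Enzyme reaction with compound 20 min at room temperature | Medium: HEPES-buffered pH 7.4 with magnesium and detergent | Reagent: Mannose-6-phosphate 1.0 mM (near-saturating) plus 0.22 mM NADP+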
# TNAP inh hi DEA = human TNAP enzyme inhibitors, primary screen, biochemical, luminescent, high phosphate acceptor level, uHTS. AID 1135, 2008. Alkaline phosphatase, tissue-nonspecific isozyme (Homo sapiens), P05186. actives 0.03% (n = 200,000). purified TNAP, CDP-star luminescence, 1 M DEA. inhibition, % at 20 µM;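 active means over 50% inhibition of tissue-nonspecific alkaline phosphatase at 20 µM in the single-dose screen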;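 further: plate controls were DMSO wells for no effect and EDTA-quenched wells as full inhibition for full effect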
# Diaph act CS = compounds boosting diaphorase resazurin reduction – biochemical, uHTS, resorufin fluorescence, counter-screen for diaphorase-coupled primary assays, primary screen; actives 0.005% (n = 190,000); activation factor at 20 µM; Diaphorase/resazurin coupled assay, 16 min; stronger effect = higher value; 1 = vehicle wells, 0 = NADH-free wells; AID 1229, 2008;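 active means diaphorase activity raised at least twofold by the compound at 20 µM; inactive means activation factor below 2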
#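 System – purified diaphorase enzyme from Clostridium kluyveri · Input – enzyme 0.07 U/mL final · Also added – final NADH 0.114 mM, resazurin 0.1 mM · Measured by – fluorescence of resorufin, 544 nm excitation, 590 nm emission · Timing – 16 min enzyme reaction, ambient temperature · Measure – resorufin increase flagging diaphorase activators or reducers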
# PMI act = activators of human PMI, primary screen, biochemical, fluorescence intensity, near-Km mannose 6-phosphate. AID 1214, 2008. activation factor at 20 µM. actives 0.005% (n = 190,000). Mannose-6-phosphate isomerase (Homo sapiens), P34949. purified human PMI, coupled resazurin fluorescence, 20 min; stronger effect = higher value; 1 = vehicle control, 0 substrate-free wells;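 active means activation factor of 2 or more at 20 µM, relative to plate controls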
# Diaph inh CS = diaphorase inhibitors and chemical oxidizers, primary screen, counter-screen for diaphorase-coupled primary assays, biochemical, uHTS, resorufin fluorescence. inhibition, % at 20 µM. actives 0.69% (n = 190,000). AID 1217, 2008. diaphorase resazurin-to-resorufin fluorescence, NADH, 16 min; bacterial (C. kluyveri) enzyme, not human;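 active means primary screen inhibition at 20 µM above a set limit, cut at about 50% in these data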;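 further: plate controls were DMSO with full reaction for no effect and wells lacking NADH for full effect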
#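 Detection: fluorescence of resorufin formed from resazurin, Ex 544/Em 590 nm; test system: Clostridium kluyveri diaphorase enzyme; amount: 0.14 U/mL diaphorase, enzyme working solution; times: 16-min room-temperature incubation before reading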
# Efa HMGR inh = inhibitors of E. faecalis class II HMGR, primary screen, biochemical, Enterococcus faecalis. actives 0.41% (n = 190,000). purified E. faecalis HMGR, NADPH absorbance 340 nm kinetic. AID 1066, 2008. HMG-CoA reductase (Enterococcus faecalis, mvaE). inhibition, % at 10 µM;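 active means inhibition above a set limit, the median over all tested compounds plus 3 SD, cut at about 9.5% in these data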;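 further: enzyme runs in reverse so mevalonate oxidation gives rising NADPH absorbance; 0% = complete reaction with DMSO and 100% = background rate lacking mevalonate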
# Starred values were filed as active, the others as inactive. Compounds as they come; any-hit rate near 1.7%.
# Order of results: FLuc act counter, G6PDH counter, TNAP inh noacc, TNAP act hiacc, PMI act satM6P, TNAP inh hi DEA, Diaph act CS, PMI act, Diaph inh CS, Efa HMGR inh
CCc1ccc(OC2=NS(=O)(=O)c3ccccc32)cc1
  0.9, -3, -5, 1, 1.1, 2, 1.1, 1.3, -10, -1
Cc1nc2cc(NC(=O)COc3ccc(C#N)cc3)ccc2n1-c1ccccc1
  1, 10, -11, 1, 1, 0, 0.9, 1, 13, -1
CN(C)c1nccc(N(Cc2ccccc2)Cc2ccccc2)c1C#N
  1, 10, 14, 1, 1, 5, 0.8, 1, 15, -1
O=C(COc1ccc(Cl)cc1)Nc1ccc2oc(-c3ccncc3)nc2c1
  1.1, 0, -12, 1, 1, -3, 1, 0.9, 2, -2
CCN1CC2([N+](=O)[O-])CC=C(OC)C([N+](=O)[O-])(C1)C2 (configuration not stated)
  1.1, 5, -6, 1, 1, -3, 1, 0.9, 2, -4
Cc1nn(-c2ccccc2)c2c1C1(C(=O)Nc3ccccc31)N1C(=N2)Sc2ccccc21 (configuration not stated)
  1.1, 8, 8, 1.1, 0.9, -7, 0.7, 1.1, 33, 1
Cc1nc(CS(=O)(=O)c2ccc(Cl)cc2)cc(Sc2ccc(Cl)cc2)n1
  1, 16, -5, 1, 0.9, -2, 0.8, 0.9, 17, -2
Cc1ccc(NC(=O)CCn2nc(C)cc2C)c(C)c1
  1, 4, -5, 1, 0.9, 0, 0.9, 1, 8, 0
COc1cc2c(cc1NC(=O)C1CCCO1)oc1ccccc12 (configuration not stated)
  1, -1, -4, 1, 1, 2, 0.9, 0.9, 8, -3
Cc1cc2cc(CCNC(=O)CC(C)(C)C)c(=O)[nH]c2cc1C
  1.1, -18, -12, 1, 1, -4, 0.9, 0.9, 11, -5
Cc1cccc(-n2c(O)c(C=NC3CCS(=O)(=O)C3)c3ccccc3c2=O)c1 (configuration not stated)
  1, 9, -10, 1, 1, -4, 1, 1, -4, -3
CCOC(=O)c1c[nH]c2c(Cl)ccc(Cl)c2c1=O
  1, -3, -16, 1.1, 1.1, -6, 0.9, 1, 10, 1
CCCC(=O)NCCc1nc2cc([N+](=O)[O-])ccc2n1C
  1.1, 16, -22, 1, 1, -3, 0.9, 1, 10, -5
CO/N=C(\N)c1ccc([N+](=O)[O-])cc1
  1.1, 8, -11, 1.1, 1, -8, 0.9, 1, 8, 1
COc1cc(C(=O)NCc2ccc(C)cc2)ccc1OC(F)F
  1, 4, -12, 1, 1, -4, 1, 0.9, -1, -4
COc1ccc(C2NC(=O)N(C)C3=C2C(=O)CC(C)(C)C3)cc1OC (configuration not stated)
  1.1, 10, 12, 1, 1, -2, 1, 1, -1, 0
O=C(Cn1nnc2ccccc2c1=O)NCCc1ccccc1
  1, 3, -4, 1, 1.1, 0, 1, 1, -3, 2
COc1cccc(OCCNC(=O)c2cccc(OC)c2)c1
  1, -4, 5, 1, 1, 2, 1, 1, 2, 2
Cc1cc(C)n(C(=O)C(C(=O)c2ccccc2)C(C)C)n1 (configuration not stated)
  1, -3, -3, 1, 1.1, -3, 1, 1, -1, -9
C/C(CC(=O)NC1CCCCC1)=N\NC(=O)COc1ccc(C)cc1Br
  1, 1, -7, 1, 1.1, -2, 1, 1, 4, 28*

# Efa HMGR inh: what is marked active above
SMILES | TNAP inh noacc | TNAP act hiacc | PMI act satM6P | TNAP inh hi DEA | PMI act | Efa HMGR inh
C/C(CC(=O)NC1CCCCC1)=N\NC(=O)COc1ccc(C)cc1Br | -7 | 1 | 1.1 | -2 | 1 | 28*

# (cont.)
# Order of results: FLuc act counter, G6PDH counter, TNAP inh noacc, TNAP act hiacc, PMI act satM6P, TNAP inh hi DEA, Diaph act CS, PMI act, Diaph inh CS, Efa HMGR inh
CC(c1ccccc1)n1cc(C(=O)NCc2ccccn2)nn1 (configuration not stated)
  1, 12, -7, 1, 1.1, -4, 1.1, 1, -6, -8
CC(C)c1onc(C(=O)Nc2sc3c(c2C#N)CCC3)c1[N+](=O)[O-]
  1, 10, 4, 1, 0.9, -4, 0.9, 1, 6, -5
c1ccc(Cc2nnc3sc(-c4cccs4)nn23)cc1
  1, 35, 3, 1, 1, -2, 0.9, 0.9, 5, -1
C[C@@H](C(=O)Nc1ccc2ccccc2c1)[C@H]1C[C@]1(C)[C@H](NP(=O)(c1ccccc1)c1ccccc1)c1ccccc1
  1, 19, -28, 1.1, 0.8, -9, 0.8, 0.8, 24, -1
CCCSc1nc(C)c(-c2csc(C(C#N)=C3CCCC3)n2)cc1C#N
  1, -6, -1, 0.9, 1.6, 8, 0.8, 1.3, 20, -13
CC(NC(=O)c1ccccc1Br)c1nnc(SCc2ccc([N+](=O)[O-])cc2)n1C (configuration not stated)
  1, 7, -4, 1, 1, -1, 0.8, 1, 18, -2
O=c1cc(C(Cl)(Cl)Cl)oc2c1ccc1ccccc12
  1, 2, -8, 1, 1.1, 3, 0.9, 1, 8, 3
CC(C)(C)CC(=O)Nc1nnc(-c2cccs2)s1
  1, 7, -4, 0.9, 0.8, 5, 0.8, 0.8, 16, 5
CCN(CC)CCNCc1ccc(-c2ccc(Cl)cc2)o1
  1, 0, -9, 1, 1.1, 0, 1, 1.1, 3, 0
COc1ccc(O)c(/C=N/Nc2nc(Nc3ccccc3)nc(-n3nc(C)cc3C)n2)c1
  0.9, 8, -12, 1, 0.9, 2, 0.9, 0.9, 8, 0
O=c1c2ccccc2nnn1Cc1ccc2ccccc2c1
  1.1, 11, -5, 1, 1, -4, 0.9, 0.9, 12, -2
CN(C)S(=O)(=O)c1ccc(N2CCOCC2)nc1
  1, 5, -9, 1, 1, 0, 0.9, 1, 7, -1
CCn1c(SCC(N)=O)nnc1C(C)C
  1.1, 10, -8, 1, 1.1, -4, 1.2, 1.2, -18, -1
CN1CCN(C(=O)CCNC(=O)Cn2ccc3ccccc3c2=O)CC1
  1, 1, -10, 1, 1, -4, 0.9, 1, 12, -7
Cc1csc(NC(=O)c2nc3nccc(C)n3n2)n1
  1, 1, -8, 1.1, 1, -5, 0.9, 1.1, 8, 3
Cc1ccc(NC(=O)COC(=O)C2COc3ccccc3O2)cc1S(=O)(=O)N1CCOCC1 (configuration not stated)
  1.1, 9, -6, 1.1, 1, -5, 0.9, 1, 13, 7
CN(CCCNC(=O)c1cn(C)c2ccc(S(=O)(=O)N(C)C)cc2c1=O)c1ccccc1
  1, -33, -7, 1, 1.5, 0, 0.8, 1.2, 16, 4
COc1ccccc1NC(=O)CSc1nc2ccccc2n1C(C)=O
  1, 5, -8, 1.1, 0.9, -5, 0.8, 0.9, 18, 5
N#Cc1ccccc1NC(=O)CSc1ccc([N+](=O)[O-])cn1
  1, 1, -14, 1, 2.6*, -4, 0.9, 1.8, 7, 4
C/C(CC(=O)NCc1ccc(Cl)cc1)=N\NC(=O)c1ccccc1F
  1.1, 10, 0, 1, 1.1, -5, 1, 1.2, 3, -11

# One compound at a time, from the list above. Screens in order: FLuc act counter, G6PDH counter, TNAP inh noacc, TNAP act hiacc, PMI act satM6P, TNAP inh hi DEA, Diaph act CS, PMI act, Diaph inh CS, Efa HMGR inh
# `O=C(Cn1nnc2ccccc2c1=O)NCCc1ccccc1` reads 1, 3, -4, 1, 1.1, 0, 1, 1, -3, 2
# `Cc1csc(NC(=O)c2nc3nccc(C)n3n2)n1` reads 1, 1, -8, 1.1, 1, -5, 0.9, 1.1, 8, 3

# Some entries already given, showing only PMI act satM6P, TNAP inh hi DEA and Efa HMGR inh:
smiles	PMI act satM6P	TNAP inh hi DEA	Efa HMGR inh
CCCSc1nc(C)c(-c2csc(C(C#N)=C3CCCC3)n2)cc1C#N	1.6	8	-13
CC(NC(=O)c1ccccc1Br)c1nnc(SCc2ccc([N+](=O)[O-])cc2)n1C (configuration not stated)	1	-1	-2
O=c1cc(C(Cl)(Cl)Cl)oc2c1ccc1ccccc12	1.1	3	3

# Additional compounds follow:
# Order of results: FLuc act counter, G6PDH counter, TNAP inh noacc, TNAP act hiacc, PMI act satM6P, TNAP inh hi DEA, Diaph act CS, PMI act, Diaph inh CS, Efa HMGR inh
CC/C(=C\C1CCCCC1)C(NP(=O)(c1ccccc1)c1ccccc1)c1ccccc1 (configuration not stated)
  1, 13, -58, 1.1, 0.8, -10, 0.7, 0.8, 27, -10
Cc1nc2nc[nH]n2c(=O)c1NC(=O)c1c(-c2ccccc2Cl)noc1C
  1, 0, -9, 1, 1, -3, 0.9, 0.9, 8, -5
COc1ccccc1C1C(C(N)=O)=C(C)Nc2nc(-c3ccccc3Cl)nn21 (configuration not stated)
  1, -5, -4, 1.1, 1, -8, 0.9, 1, 14, 1
CCOC(=O)c1[nH]c(C)c(C(=O)OCCN2C(=O)c3ccccc3C2=O)c1C
  1, 6, -1, 1, 1, -4, 0.9, 1.1, 6, 1
Cc1ccc2sc(-c3ccc(NC(=O)CCN4C(=O)c5ccccc5C4=O)cc3)nc2c1
  0.9, -36, -14, 1, 1.1, 0, 1, 1, -4, 3
Cc1ccc(-c2nc(CS(=O)(=O)CC(=O)NCCCN3CCN(C)CC3)c(C)o2)cc1
  1, -1, -14, 1, 1.1, -4, 1, 1.1, 1, -5
CC(=O)Nc1ccc(NC(=O)C(C)Oc2ccccc2F)cc1 (configuration not stated)
  1.1, 12, -10, 1.1, 1, -7, 0.8, 1, 16, -5

# Screens as filed in PubChem BioAssay.
